TIM10 inh: TIM10 yeast growth inhibition; S. cerevisiae TIM10 strain growth, BacTiter-Glo luminescence, 24 h; inhibition, % at 10 µM; actives 1.4% (n = 330,000); AID 463195;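 active = inhibition of 40% or more at the single tested concentration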;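 note: wild-type TIM10 isogenic control strain grown at permissive 25 °C; 0% = DMSO yeast wells and 100% = minimal medium wells without yeast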
tim23-1 inh: inhibits growth of tim23-1 mutant yeast; inhibition, % at 20 µM; AID 463212; S. cerevisiae tim23-1 growth, BacTiter-Glo luminescence, 24 h; actives 1.3% (n = 330,000);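 active = growth inhibition of the mutant yeast at or above 50%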;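 note: temperature-sensitive mutant grown at 25 °C; plate controls were DMSO-treated mutant yeast for no effect and medium wells lacking yeast for full effect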
CHOP UPR activ: activators of apoptotic arm of unfolded protein response (CHOP); CHO-CHOP luciferase reporter, UPR activation, luminescence; percent of tunicamycin response over DMSO baseline; activation, % at 10 µM; actives 0.34% (n = 330,000); AID 449763;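 active = at 10 µM dose, activation of 40% or more, normalized to positive control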;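 note: 100% = tunicamycin at 10 µg/mL and 0% = DMSO alone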
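Dosing – one dose, 10 µM in 0.5% DMSO · System – CHO-CHOP cells, stable luciferase reporter of PERK-eIF2a-CHOP signalling · Input – 500 cells/well · Control set – tunicamycin 10 µg/mL final as positive, DMSO-only wells as negative · Timing – 6 h compound treatment, 37 °C · Measure – % activation vs tunicamycin · Technique – luminescence read with Steady-Glo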
tim10-1 inh: growth inhibitors of tim10-1 mutant yeast; inhibition, % at 20 µM; AID 463190; S. cerevisiae tim10-1 ts strain growth, BacTiter-Glo, 24 h; actives 2.2% (n = 330,000);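 active = inhibition of at least 40%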;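 note: mutant grown at 25 °C; 0% = DMSO wells with yeast and 100% = wells holding no yeast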
NLRP3 yeast inh: blocks the NALP3 inflammasome reconstituted in yeast; Yeast reconstituted NLRP3/ASC/caspase-1, beta-gal luminescence, 24 h; inhibition, % at 10 µM; actives 0.39% (n = 330,000); AID 2825;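 active = inhibition of 50% or more; inactive = inhibition below 50%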;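 note: plate controls were induced DMSO wells for no effect and uninduced yeast grown without galactose for full effect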
NR3A LBD binder: NR3A (human) ligand-binding domain modulation; AID 1259313; NR3A LBD differential scanning fluorimetry, Tm shift; 0% = protein alone, 100% = glycine-bound protein; actives 2.5% (n = 340,000); Tm shift relative to glycine control, % at 25 µM;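 active = melting temperature shift of at least 10% of the positive control shift, at one fixed dose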
UPR XBP1 act: adaptive UPR (XBP1) activation | AID 463104 | activation, % at 20 µM | actives 0.33% (n = 330,000) | CHO-XBP1 luciferase reporter, IRE1-XBP1 UPR activation, luminescence; percent of tunicamycin response, DMSO as zero;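 active = versus positive control, 20 µM dose yields 30% or more activation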;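 note: 100% = tunicamycin at 10 µg/mL and 0% = DMSO only wells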
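Assay system: CHO-XBP1 luciferase reporter cells; Schedule: 6 h treatment, 37 °C; Detection: glow luminescence from Steady-Glo reagent; Benchmarks: high control tunicamycin 10 µg/mL final, low control DMSO vehicle only.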
APJ agonist: APJ receptor agonism. P35414. CHO-K1 APJ PathHunter beta-arrestin, luminescence; 0% DMSO wells, 100% apelin. activation, % at 20 µM. actives 0.11% (n = 330,000). AID 2520;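 active = activation more than six SD over the plate average, tested at 20 µM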;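 note: 0% = DMSO alone and 100% = apelin-13 at 10 nM; some results filed as inactive read as strong as hits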
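Assay system: CHO-K1 cells stably expressing ProLink-tagged human APJ and arrestin–beta-gal acceptor. Compound dosing: 20 µM single point, 1% DMSO. Times: 16-18 h seeding, 90 min dark compound exposure, 60 min detection. Detection: beta-gal luminescence. Evaluation: APJ–arrestin association signal. Controls: negative DMSO alone, positive Apelin-13 at 10 nM.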
Mdm2-MdmX inh: human Mdm2/MdmX binding inhibition; inhibition, % at 8 µM; actives 3% (n = 330,000); AID 485346; SaOS-2 split-luciferase Mdm2/MdmX complementation, luminescence; O15151+Q00987;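 active = inhibition of at least 50% at 8 µM in the primary screen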
Target sequence (O15151 whole entry, looked up): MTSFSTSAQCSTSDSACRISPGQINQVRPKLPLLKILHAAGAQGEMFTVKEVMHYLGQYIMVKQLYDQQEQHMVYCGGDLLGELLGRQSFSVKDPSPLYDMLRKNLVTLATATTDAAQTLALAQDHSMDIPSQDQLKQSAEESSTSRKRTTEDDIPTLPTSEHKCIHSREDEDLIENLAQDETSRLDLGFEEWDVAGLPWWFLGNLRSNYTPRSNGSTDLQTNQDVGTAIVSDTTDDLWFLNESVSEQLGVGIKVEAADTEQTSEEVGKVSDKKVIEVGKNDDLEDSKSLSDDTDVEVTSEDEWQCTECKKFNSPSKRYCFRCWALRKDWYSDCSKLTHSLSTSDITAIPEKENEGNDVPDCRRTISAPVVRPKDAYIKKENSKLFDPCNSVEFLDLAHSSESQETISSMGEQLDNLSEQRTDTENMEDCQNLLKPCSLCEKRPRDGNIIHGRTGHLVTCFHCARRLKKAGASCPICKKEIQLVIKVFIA
Target sequence (Q00987 whole entry, looked up): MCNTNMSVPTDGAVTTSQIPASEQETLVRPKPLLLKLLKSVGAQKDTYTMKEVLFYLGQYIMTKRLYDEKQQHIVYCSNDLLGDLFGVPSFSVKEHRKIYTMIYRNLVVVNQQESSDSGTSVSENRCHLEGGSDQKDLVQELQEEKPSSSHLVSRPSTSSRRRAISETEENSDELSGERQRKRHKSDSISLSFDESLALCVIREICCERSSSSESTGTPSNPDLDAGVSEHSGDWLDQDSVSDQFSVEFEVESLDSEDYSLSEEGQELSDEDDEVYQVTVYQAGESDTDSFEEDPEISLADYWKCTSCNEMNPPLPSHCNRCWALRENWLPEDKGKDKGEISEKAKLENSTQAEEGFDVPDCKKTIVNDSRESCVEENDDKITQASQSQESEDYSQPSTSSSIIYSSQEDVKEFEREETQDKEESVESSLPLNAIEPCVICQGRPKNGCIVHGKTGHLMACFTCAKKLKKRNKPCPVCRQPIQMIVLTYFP
Numbers without * were called inactive; . = not tested or not shown.

#1 CCN(CC)c1ccc(NC(=O)c2cnn(CC)c2)cc1
#2 CCCn1nnnc1NCc1ccccc1OCc1cccs1
#3 COc1ccc(C(=O)On2c(-c3ccc(Br)cc3)nc3ccccc3c2=O)cc1
#4 O=C(NNC(=O)C1COc2ccccc2O1)c1ccccc1O (stereo unspecified)
#5 O=C(CN1C(=O)NC2(CCCCCC2)C1=O)Nc1ccc(Cl)c([N+](=O)[O-])c1
#6 O=C(NCCOc1ccccc1)C1Nc2ccc(OC(F)(F)F)cc2C2C=CCC12 (stereo unspecified)
#7 Cc1cc(C)c2nc(N3C(=O)C(O)=C(C(=O)c4ccco4)C3c3ccc(O)cc3)sc2c1 (stereo unspecified)
#8 O=C1/C(=C\c2ccc(O)cc2)SC(=S)N1/N=C/c1ccc(O)cc1

Compound	1	2	3	4	5	6	7	8
TIM10 inh	-3	21	74*	1	-14	13	26	24
tim23-1 inh	12	36	61*	16	-10	15	30	35
CHOP UPR activ	3.9	2.1	3.1	-0.3	1.1	1.3	0.9	0.9
tim10-1 inh	7	20	57*	8	-28	7	14	41*
NLRP3 yeast inh	20	20	62*	18	18	19	18	12
NR3A LBD binder	2	-4	0	-1	-7	6	-1	19*
UPR XBP1 act	1	-3	9	-1	-1	-2	0	4
APJ agonist	-2	-1	-2	-4	-1	-5	-6	-7
Mdm2-MdmX inh	-22	9	54*	24	-12	19	-8	0

Pulled by structure from the entries so far, three records:
#7 Cc1cc(C)c2nc(N3C(=O)C(O)=C(C(=O)c4ccco4)C3c3ccc(O)cc3)sc2c1 (stereo unspecified)
#4 O=C(NNC(=O)C1COc2ccccc2O1)c1ccccc1O (stereo unspecified)
#6 O=C(NCCOc1ccccc1)C1Nc2ccc(OC(F)(F)F)cc2C2C=CCC12 (stereo unspecified)

Compound	7	4	6
TIM10 inh	26	1	13
tim23-1 inh	30	16	15
CHOP UPR activ	0.9	-0.3	1.3
tim10-1 inh	14	8	7
NLRP3 yeast inh	18	18	19
NR3A LBD binder	-1	-1	6
UPR XBP1 act	0	-1	-2
APJ agonist	-6	-4	-5
Mdm2-MdmX inh	-8	24	19

Carrying on:
#9 COCc1cc(C)nc(N2CCOCC2)c1C#N
#10 Cc1cc(C(=O)N/N=C/c2cccc([N+](=O)[O-])c2)c(C)o1
#11 Cc1nn(C)c(C)c1CN(C)C(=O)C1CCC(=O)N(C2CCCCCC2)C1 (stereo unspecified)
#12 CCc1ccc(CNc2ccc(O)cc2)cc1
#13 COc1cc(C(=O)NCCC(C)C)ccc1OCc1ccc(Cl)cc1Cl
#14 CS(=O)(=O)N(Cc1ccccc1)c1ccc(C(=O)NCCSc2ccccn2)cc1
#15 Cc1nc2ncnn2c(C)c1CCC(=O)N1CCN(C(=O)c2ccco2)CC1
#16 COc1ccc(OC)c(C2=NOC(C(=O)NCC3CCCO3)C2)c1 (stereo unspecified)

Compound	9	10	11	12	13	14	15	16
TIM10 inh	-3	-9	-3	-3	28	8	9	-6
tim23-1 inh	-4	6	-14	10	26	10	2	1
CHOP UPR activ	-1.6	3.9	2.7	1.1	1.1	2.6	0.2	-2.3
tim10-1 inh	-11	-6	-2	18	38	16	4	2
NLRP3 yeast inh	13	13	11	10	14	7	12	3
NR3A LBD binder	-3	-2	-1	-9	-2	-2	0	0
UPR XBP1 act	-1	4	-5	3	-3	0	1	1
APJ agonist	-3	5	-6	10	-5	-2	-2	-4
Mdm2-MdmX inh	15	-8	7	28	18	6	13	13

Reprinted from the part before: 2 entries; new compounds follow.
#15 Cc1nc2ncnn2c(C)c1CCC(=O)N1CCN(C(=O)c2ccco2)CC1
#16 COc1ccc(OC)c(C2=NOC(C(=O)NCC3CCCO3)C2)c1 (stereo unspecified)
#17 O=C(Nc1cc(Cl)ccc1Cl)c1ccco1
#18 COCCN(Cc1cc2cc3c(cc2nc1Cl)OCO3)C(=O)Nc1ccc(F)cc1
#19 CN1CCN(c2ccc(NC(=O)c3sc4ccccc4c3Cl)cc2)CC1
#20 COc1cccc(-c2onc3ccc(C(C)=O)cc23)c1
#21 COc1ccc(Cn2cccc(NC(=O)Nc3ccc(C#N)cc3)c2=O)cc1
#22 CCn1c(CSc2ncccn2)nnc1SCC(=O)N1c2ccccc2CC1C (stereo unspecified)
#23 CN1C(=O)c2cccc3c(S(=O)(=O)NCCc4ccccc4)ccc1c23
#24 COc1ccc(NC(=O)CCCc2ccccc2)cc1OC

Compound	15	16	17	18	19	20	21	22	23	24
TIM10 inh	9	-6	-6	10	-3	4	-5	5	14	-6
tim23-1 inh	2	1	17	32	17	12	1	12	21	14
CHOP UPR activ	0.2	-2.3	1.8	1.0	2.0	2.5	0.5	1.1	2.5	3.2
tim10-1 inh	4	2	9	23	9	18	5	11	-7	4
NLRP3 yeast inh	12	3	7	12	35	10	3	7	19	9
NR3A LBD binder	0	0	1	0	-2	1	-5	0	16*	1
UPR XBP1 act	1	1	-1	-6	-5	-5	-6	0	-4	3
APJ agonist	-2	-4	1	2	-1	2	-1	-3	0	2
Mdm2-MdmX inh	13	13	-20	23	-2	1	30	-4	10	-5

#25 O=C(Nc1ccc(S(=O)(=O)N2CCCCCC2)cc1)c1[nH]ncc1[N+](=O)[O-]
#26 Cc1nn(-c2ccccc2)nc1C(=O)NNC(=O)c1ccc(C(F)(F)F)cc1
#27 O=C(N/N=C\c1ccc(-c2ccccc2[N+](=O)[O-])o1)C1COc2ccccc2O1 (stereo unspecified)
#28 CC1(C)c2[nH]c3ccccc3c2C[C@@H]2C(=O)N(Cc3ccccc3F)C(=O)N21
#29 CC[n+]1c(/C=C/N(C)c2ccccc2)oc2ccccc21
#30 O=C(CSc1ncnc2scc(-c3ccccc3)c12)N1CCN(Cc2ccc3c(c2)OCO3)CC1
#31 Cc1cc(C)c(S(=O)(=O)N/N=C/c2ccc([N+](=O)[O-])o2)c(C)c1
#32 Cn1c(SCc2nc3ccccc3s2)nnc1-c1ccc2c(c1)OCO2

Compound	25	26	27	28	29	30	31	32
TIM10 inh	17	0	26	41*	2	23	22	19
tim23-1 inh	11	-3	76*	27	1	20	46	49
CHOP UPR activ	5.5	-0.9	4.5	0.5	-1.7	0.9	3.7	4.0
tim10-1 inh	0	0	37	36	10	13	37	-3
NLRP3 yeast inh	11	-3	11	21	9	14	23	10
NR3A LBD binder	.	-15	-6	0	0	-8	0	4
UPR XBP1 act	0	4	4	-1	-2	0	-3	-1
APJ agonist	1	3	5	3	-1	0	1	-3
Mdm2-MdmX inh	52*	-24	11	11	49	23	12	-33

#33 Cn1c(CCNC(=O)c2ccco2)nc2cc(NS(=O)(=O)c3ccc(Cl)cc3)ccc21
#34 O=C(COC(=O)c1c(Cl)cccc1Cl)NC1CCCCC1
#35 Cc1ccc(NC(=O)CC2OC(=O)c3ccccc32)cc1S(=O)(=O)N1CCOCC1 (stereo unspecified)
#36 CCCCc1ccc(N2C(=NC(=O)C3CCCO3)SC3CS(=O)(=O)CC32)cc1 (stereo unspecified)
#37 Cc1[nH]c(=O)[nH]c(=O)c1/C=N/NC(=O)CCCCCNC(=O)OC(C)(C)C
#38 Cc1ccc(/C(N)=N/OC(=O)/C=C/c2ccccc2)cc1
#39 COc1cccc2c1[C@@H]1CN(CCCCn3c(=O)[nH]c4c(sc5ncc(-c6ccccc6)nc54)c3=O)C[C@@H]1CO2
#40 O=C(C1=C[C@@H]2[C@H]3C(=O)N(c4ccc(Cl)cc4)C(=O)[C@H]3[C@@H](C(=O)c3ccc(Cl)cc3)N2C=C1)c1ccccc1

Compound	33	34	35	36	37	38	39	40
TIM10 inh	-14	-1	5	7	11	72*	4	15
tim23-1 inh	6	25	8	-2	5	67*	18	18
CHOP UPR activ	-1.7	-0.1	1.6	0.1	2.8	2.9	6.7	-0.1
tim10-1 inh	7	-1	7	-3	-19	60*	14	23
NLRP3 yeast inh	9	20	7	9	12	21	17	10
NR3A LBD binder	-1	-1	-3	-1	-2	-1	-13	7
UPR XBP1 act	0	4	1	1	4	-1	-7	-3
APJ agonist	-3	-2	-4	-3	-5	1	-2	1
Mdm2-MdmX inh	-7	-6	7	13	2	-10	39	1

#41 COc1ccc(-c2noc(-c3ccoc3C)n2)cc1OC
#42 O=C(O)c1ccccc1N=Nc1ccc(O)cc1
#43 CCOC(=O)[C@H]1[C@H]2COc3ccc(OC)cc3[C@@H]2N2C(=O)[C@H](C)NC(=O)[C@@]12C
#44 c1ccc(-c2ccccc2OCCOCCN2CCOCC2)cc1
#45 O=C(Nc1nonc1NC(=O)c1cccs1)c1cccs1
#46 COc1ccc(O)c(/C=N\NC(=O)CCn2nnc3ccccc32)c1
#47 CCOC(=O)NC(=O)c1cn(CCNCCO)c(=O)[nH]c1=O
#48 COc1ccccc1NC(=O)Cn1nc(C(F)(F)F)c2c1CCCC2

Compound	41	42	43	44	45	46	47	48
TIM10 inh	17	2	-4	-6	9	2	-1	15
tim23-1 inh	19	11	6	10	-9	7	2	37
CHOP UPR activ	4.6	1.2	2.8	0.9	-2.0	-3.6	-1.1	-0.7
tim10-1 inh	3	7	-7	-14	9	8	10	30
NLRP3 yeast inh	37	15	5	12	6	11	4	29
NR3A LBD binder	-2	-1	0	0	-9	10	1	1
UPR XBP1 act	8	-4	-1	-4	0	-3	0	-1
APJ agonist	-3	0	0	-3	-3	-3	-2	2
Mdm2-MdmX inh	-89	26	-6	0	18	36	8	-5

#49 CCNC(=O)COC(=O)C1CCC(=O)N(c2ccc(OC)cc2)C1c1ccc(OC)cc1 (stereo unspecified)
#50 CCCCCCCCNc1nc(Cl)nc(NCc2ccco2)n1
#51 Cc1c(C)c2ccc(OCC(=O)Nc3ccc(N4CCC(C)CC4)cc3)cc2oc1=O
#52 O=C(CNC(=O)c1ccncc1)N/N=C/c1ccc(Br)cc1
#53 CCOC1OC(=O)C(Cl)=C1Nc1ccc(C)cc1C (stereo unspecified)
#54 Cc1cc(-c2ccco2)n(CC(=O)NCCCc2ccccc2)n1
#55 CCn1nc(C(=O)Nc2cccc(C(F)(F)F)c2)c(Cl)c1Cl
#56 CCn1c2ccccc2c2cc(NC(=O)CSc3nnc(-c4cccc(C)c4)o3)ccc21
#57 CNC(=S)Nc1ccc(C23CC4CC(CC(C4)C2)C3)cc1

Compound	49	50	51	52	53	54	55	56	57
TIM10 inh	0	-21	-4	-3	1	4	3	-7	50*
tim23-1 inh	7	14	-3	2	18	7	-1	-10	63*
CHOP UPR activ	3.4	4.5	4.4	0.6	3.2	4.7	-0.3	-1.7	3.8
tim10-1 inh	-9	14	6	-15	7	0	8	-5	62*
NLRP3 yeast inh	-6	8	8	19	0	27	0	36	37
NR3A LBD binder	4	-3	-2	2	-8	0	-1	1	0
UPR XBP1 act	1	0	2	-2	1	-1	4	2	1
APJ agonist	-2	0	0	-2	-1	-2	-3	1	-2
Mdm2-MdmX inh	8	-22	28	-19	-4	1	24	46	-18
